TRPV1 agonist = HTS Assay for Compounds that Act as Agonists of the Vanilloid Receptor 1 | Transient receptor potential cation channel subfamily V member 1 (Homo sapiens), Q8NER1 | TRPV1-expressing cells, Fluo-8 calcium influx, agonist mode | activation, % at 8.33 µM | 320,000 tested, 0.19% active | AID 540275, 2011; in the data active = activation above about 80%; inconclusive = between about 30% and that limit; note: 0% is about no effect
Target sequence (Q8NER1 whole entry, looked up): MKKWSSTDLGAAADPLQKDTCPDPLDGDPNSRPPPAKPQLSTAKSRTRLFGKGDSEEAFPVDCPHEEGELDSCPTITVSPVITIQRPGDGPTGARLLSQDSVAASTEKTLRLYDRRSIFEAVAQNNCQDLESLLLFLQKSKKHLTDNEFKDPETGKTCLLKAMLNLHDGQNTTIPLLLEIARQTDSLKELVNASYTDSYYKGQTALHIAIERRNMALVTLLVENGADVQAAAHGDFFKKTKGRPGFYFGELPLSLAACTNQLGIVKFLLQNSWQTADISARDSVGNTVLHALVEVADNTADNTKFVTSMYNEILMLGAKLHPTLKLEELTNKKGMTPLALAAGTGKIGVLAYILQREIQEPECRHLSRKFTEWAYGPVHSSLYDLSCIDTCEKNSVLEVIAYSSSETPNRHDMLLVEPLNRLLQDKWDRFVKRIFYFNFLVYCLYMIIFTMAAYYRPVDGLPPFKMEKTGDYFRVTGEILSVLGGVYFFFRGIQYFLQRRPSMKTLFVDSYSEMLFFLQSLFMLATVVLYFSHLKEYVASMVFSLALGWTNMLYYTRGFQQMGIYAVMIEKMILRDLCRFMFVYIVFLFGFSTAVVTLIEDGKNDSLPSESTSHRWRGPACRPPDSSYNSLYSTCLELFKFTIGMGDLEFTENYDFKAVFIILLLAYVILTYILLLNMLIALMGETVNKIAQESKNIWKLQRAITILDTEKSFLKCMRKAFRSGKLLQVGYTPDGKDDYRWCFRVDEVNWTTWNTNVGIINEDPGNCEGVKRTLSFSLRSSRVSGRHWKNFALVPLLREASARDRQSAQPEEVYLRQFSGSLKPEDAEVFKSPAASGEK
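Fluo-8 calcium influx in TRPV1-expressing cells, kinetic read (ex 480/em 520 nm). Compound added and read 3 min for agonist activity, followed by capsaicin at EC20 final and 2 min further read for enhancement.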
ELG1 genotoxic = qHTS screen for small molecules that induce genotoxicity in human embryonic kidney (HEK293T) cells expressing luciferase-tagged ELG1; Potency, µM (doses to about 46 µM), without a hit: at the top dose activity change, positive = activation, hits mostly activators; HEK293T ELG1-luciferase reporter, luminescence, 16 h; 330,000 tested, 1.3% active; note: potency is the fitted concentration of half-maximal effect; % of control where 0% means no effect; nearly all actives have a fitted effect of over 60% in size
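Cells (2,000/well) expressing the ELG1-luciferase fusion are dosed by pin tool and kept 16 hr at 37 °C, 5% CO2. Signal comes from ONE-Glo luciferase reagent after 30 min at room temperature.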
Integrin act MD = qHTS for Activators of Integrin-Mediated Alleviation for Muscular Dystrophy; 350,000 tested, 0.064% active; Potency, µM (series often up to 38.3 µM), without a hit: at the highest dose activation, actives largely listed as activators; alpha7betagal myoblasts, beta-gal FDG fluorescence, 48 h;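 note: potency is the fitted concentration of half-maximal effect; 100% = response of the positive control SU9516; nearly all actives have a fitted effect of over 60% in size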
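alpha7betagal+/- myoblasts (passage 13, 250/well) treated 48 h at 37C with compounds at 1:260 dilution of DMSO stock. Lysed, then beta-galactosidase activity read as FDG fluorescence (ex 480/em 540) after 30 min, with pre-read for autofluorescence.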
uPA generation = qHTS for Inhibitors of Cell Surface uPA Generation. Potency, µM (series often up to 38.3 µM), for the others: top-dose activity change, negative = inhibition, usual class: inhibitors. cell surface uPA generation assay, qHTS. AID 540303, 2011. 330,000 tested, 0.31% active; active = well fitted inhibition curve with a large enough effect; inconclusive = small, poorly fitted or top-dose-only effect; inactive = no such curve, though single readings can be large or run the other way; tested in mouse RAW 264.7 cells; note: potency is the fitted concentration of half-maximal effect; % is set by controls: 0 for no effect and ±100 for the full control effect; nearly all actives have a fitted effect of over 55% in size
ASM inhibitor = Inhibitors of Secretory Acid Sphingomyelinase (S-ASM): qHTS; Sphingomyelin phosphodiesterase (Homo sapiens), P17405; placental ASM, HMU-PC fluorogenic substrate, 60 min; Potency, µM (titrated, usually from 57.5 µM), for the others: at the highest dose activity change, negative = inhibition, actives largely listed as inhibitors; 340,000 tested, 0.006% active; note: potency is the fitted concentration of half-maximal effect
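qHTS format. ASM enzyme prepared from human placenta hydrolyses the fluorogenic substrate HMU-PC0 (9 uM final) over 60 min at 37 °C after a 10 min compound preincubation.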
TSG101-PTAP inh = qHTS Assay for Iinhibitors of HIV-1 Budding by Blocking the Interaction of PTAP/TSG101; Tumor susceptibility gene 101 protein (Homo sapiens), Q99816; Fluorescence polarization, FITC-PTAP peptide / Tsg101 binding; Potency, µM (doses to about 115 µM), for inactives: at the top dose activity change, negative = inhibition, hits mostly inhibitors; 340,000 tested, under 10 active; AID 493005, 2010; active = well fitted inhibition curve with a large enough effect in the main read-out, with a control signal flat, not every such curve was filed as active; inconclusive = small, poorly fitted or top-dose-only effect, or effect the other way, or a change in a side signal; inactive = no such curve, though single readings can be large or run the other way; note: potency is the fitted concentration of half-maximal effect; % of control where 0% means no effect
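Compounds were pin-transferred onto Tsg101 binding domain (10 uM final) in HEPES pH 7.5 buffer, then FITC-PTAP peptide was added at 50 nM final. After 20 min at RT, polarization reported peptide displacement across a qHTS concentration series.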
B2AR arrestin = qHTS assay of beta-arrestin-biased ligands of beta2-adrenergic receptor | 330,000 tested, 0.02% active | Potency, µM (top dose mostly 46.1 µM), inactives show top-dose activation, hits mostly activators | AID 492947, 2010 | beta-arrestin recruitment to beta2AR, cell-based reporter;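 note: potency is the fitted concentration of half-maximal effect; 0% = DMSO controls and full agonism = EC100 isoproterenol or metaproterenol; nearly all actives have a fitted effect of over 65% in size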
BRCA1 expr act = qHTS Assay to Identify Small Molecule Activators of BRCA1 Expression; MCF7-BRCA1-FFLuc reporter, luminescence, 48 h; response scale: scaled: vehicle 0%, 10 µM genistein 100%; 380,000 tested, 1.1% active; Potency, µM (top dose mostly 46.1 µM), for the others: at the highest dose activation, actives largely listed as activators; AID 624202, 2012; note: potency is the fitted concentration of half-maximal effect; nearly all actives have a fitted effect of over 80% in size; some results filed as inactive show a strong effect at the top dose
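Using MCF7 cells harboring a BRCA1 firefly luciferase reporter, plated 2 h before compound pinning, the screen measured luminescence after 48 h incubation. Responses were normalized to DMSO and 10 microM genistein, then fitted for concentration-effect.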
Eya2 phos inh = qHTS Assay for Inhibitors of the Phosphatase Activity of Eya2; Protein phosphatase EYA2 (Homo sapiens), O00167; recombinant Eya2, OMFP fluorescence dephosphorylation (OMFP is methylfluorescein phosphate); Potency, µM (top dose mostly 76.9 µM), for inactives: at the highest dose activity, negative = inhibition, hits mostly inhibitors; 330,000 tested, 0.006% active; note: potency is the fitted concentration of half-maximal effect; % is set by controls: 0 for no effect and ±100 for the full control effect
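Eya2 (0.2 uM) preincubated 10 min at ambient with compound, then OMFP substrate added at 50 uM; 10 min reaction in 50 mM HEPES pH 7.5, 50 mM NaCl, 5 uM MgCl2, 0.05% BSA, 1 mM DTT. Fluorescence read at Ex 485/Em 525 nm.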
USP2a block = qHTS Assay for Inhibitors of Ubiquitin-specific Protease USP2a Using CHOP2 as the Reporter; USP2 core, Ub-CHOP2 coupled fluorogenic reporter, 485/531; Potency, µM (top dose mostly 38.3 µM), inactives show top-dose activity change, negative = inhibition, most hits filed as inhibitors; 330,000 tested, 0.01% active;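 note: potency is the fitted concentration of half-maximal effect; plate controls were DMSO wells for no effect and full inhibition by NEM control for full effect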
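USP2 core (10nM final) preincubated 30min RT with compound in 20mM Tris-HCl pH 8.0, 2mM CaCl2, 2mM beta-mercaptoethanol, 0.05% CHAPS; 25nM Ub-CHOP2 plus 25nM reporter substrate added, fluorescence (Ex485/Em531) read after 60min.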
p53 reactivation = qHTS assay for re-activators of p53 using a Luc reporter; 320,000 tested, 0.063% active; H1299 p53-A138V BP100-luciferase reporter, luminescence, 24 h; Potency, µM (doses to about 92.2 µM), for inactives: at the top dose activity change, positive = activation, usual class: activators; AID 504706, 2011; note: potency is the fitted concentration of half-maximal effect; % of control where 0% means no effect; nearly all actives have a fitted effect of over 45% in size
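p53-null H1299 cells stably carrying temperature-sensitive p53-A138V and a BP100-luciferase reporter were pinned with compounds (4-point, 1:5 series) and held 24 hrs at 37 deg C. Luminescence was read 10 min after detection reagent.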
Numbers without * were called inactive; ? = inconclusive; . = not tested or not shown; [ ] = dose if it differs, or a comment. Unless noted, calls come from the whole dose curve; as a rule, active = well fitted curve in the direction sought with a large enough effect; inconclusive = small, poorly fitted or top-dose-only effect, or another doubt; inactive = no such curve, though single readings can be large; an effect the other way counts as inactive or inconclusive.

Screens in order – TRPV1 agonist | ELG1 genotoxic | Integrin act MD | uPA generation | ASM inhibitor | TSG101-PTAP inh | B2AR arrestin | BRCA1 expr act | Eya2 phos inh | USP2a block | p53 reactivation
1) NC(=O)Nn1c(CCC(=O)O)ccc1-c1ccc(Cl)cc1
    -0.6 | -0.3% | 0.8% | 0.4% | 10.3% | 0.7% | -0.2% | 0.0% | -11.6% | 0.0% | -2.2%
2) O=C(Cn1cnc2c(OCc3ccccc3)ncnc21)NCCCN1CCCC1=O
    . | 0.3% | 6.2% | -4.5% | 6.7% | -3.6% | -0.6% | 4.7% | -1.8% | 0.3% | -3.4%
3) COc1ccc(NC(=O)CC2C(=O)N(Cc3cccs3)C(=S)N2C(C)C)cc1 (stereo unspecified)
    5.4 | -11.2% | 2.1% | 1.3% | -5.8% | -2.8% | 0.0% | -21.0% | 2.4% | 0.1% | -1.4%
4) O=C(c1ccc([N+](=O)[O-])cc1)N1CCSC1c1ccc(Br)cc1 (stereo unspecified)
    5.5 | -2.1% | -2.3% | -3.7% | -10.5% | 0.5% | 0.3% | -42.1% | -23.4% | -1.3% | 5.7%
5) Nc1cccc2c3c(oc12)CCCC3
    1.9 | 0.3% | -13.9% | 6.9% | -0.1% | -1.4% | -0.5% | -16.2% | -6.4% | 1.8% | .
6) CC(C)Cn1c(S(=O)(=O)O)nc2ccccc21
    2.2 | -1.1% | -11.7% | 3.8% | 1.8% | -2.9% | -0.3% | -1.6% | 4.9% | 0.0% | 1.2%
7) Cc1ccc(C)c(S(=O)(=O)N2CCN(C(=O)Cc3ccsc3)CC2)c1
    14.1 | -7.1% | 18.4% | 11.9% | -0.4% | . | -0.2% | -27.0% | 4.6% | -1.9% | .
8) CCc1ccc(NC(=O)Nc2cc(C(=O)O)ccc2N2CC3CC(C2)c2cccc(=O)n2C3)cc1 (stereo unspecified)
    -7.2 | -1.3%[9.26 µM] | 6.4% | -5.9% | 4.6% | -0.3% | 0.2% | 30.7% | 12.7% | -0.4% | 16.7%
9) Cc1ccc(C(=O)N/C(=C\c2cccc([N+](=O)[O-])c2)C(=O)NC(Cc2ccccc2)C(=O)O)cc1 (stereo unspecified)
    1.5 | 9.2% | 9.8% | 3.5% | -1.2% | 1.1% | -0.2% | 19.6% | -0.4% | -2.0% | 9.9%
10) Cc1cc(S(=O)(=O)N2CCN(c3ccc(F)cc3)CC2)c(C)s1
    . | -10.9% | 1.5% | -14.0% | -0.6% | 0.5% | -0.6% | -6.7% | -8.5% | -6.9% | 0.9%

Quoted from above, entries 1–8
Screens in order – TRPV1 agonist | ELG1 genotoxic | Integrin act MD | uPA generation | ASM inhibitor | TSG101-PTAP inh | B2AR arrestin | BRCA1 expr act | Eya2 phos inh | USP2a block | p53 reactivation
1) NC(=O)Nn1c(CCC(=O)O)ccc1-c1ccc(Cl)cc1
    -0.6 | -0.3% | 0.8% | 0.4% | 10.3% | 0.7% | -0.2% | 0.0% | -11.6% | 0.0% | -2.2%
2) O=C(Cn1cnc2c(OCc3ccccc3)ncnc21)NCCCN1CCCC1=O
    . | 0.3% | 6.2% | -4.5% | 6.7% | -3.6% | -0.6% | 4.7% | -1.8% | 0.3% | -3.4%
3) COc1ccc(NC(=O)CC2C(=O)N(Cc3cccs3)C(=S)N2C(C)C)cc1 (stereo unspecified)
    5.4 | -11.2% | 2.1% | 1.3% | -5.8% | -2.8% | 0.0% | -21.0% | 2.4% | 0.1% | -1.4%
4) O=C(c1ccc([N+](=O)[O-])cc1)N1CCSC1c1ccc(Br)cc1 (stereo unspecified)
    5.5 | -2.1% | -2.3% | -3.7% | -10.5% | 0.5% | 0.3% | -42.1% | -23.4% | -1.3% | 5.7%
5) Nc1cccc2c3c(oc12)CCCC3
    1.9 | 0.3% | -13.9% | 6.9% | -0.1% | -1.4% | -0.5% | -16.2% | -6.4% | 1.8% | .
6) CC(C)Cn1c(S(=O)(=O)O)nc2ccccc21
    2.2 | -1.1% | -11.7% | 3.8% | 1.8% | -2.9% | -0.3% | -1.6% | 4.9% | 0.0% | 1.2%
7) Cc1ccc(C)c(S(=O)(=O)N2CCN(C(=O)Cc3ccsc3)CC2)c1
    14.1 | -7.1% | 18.4% | 11.9% | -0.4% | . | -0.2% | -27.0% | 4.6% | -1.9% | .
8) CCc1ccc(NC(=O)Nc2cc(C(=O)O)ccc2N2CC3CC(C2)c2cccc(=O)n2C3)cc1 (stereo unspecified)
    -7.2 | -1.3%[9.26 µM] | 6.4% | -5.9% | 4.6% | -0.3% | 0.2% | 30.7% | 12.7% | -0.4% | 16.7%

(list continues)
Screens in order – TRPV1 agonist | ELG1 genotoxic | Integrin act MD | uPA generation | ASM inhibitor | TSG101-PTAP inh | B2AR arrestin | BRCA1 expr act | Eya2 phos inh | USP2a block | p53 reactivation
11) c1ccc(-c2ccc3c(c2)NC(C2Nc4cc(-c5ccccc5)ccc4O2)O3)cc1 (stereo unspecified)
    0.9 | -1.2% | 21.7% | ? | 5.6% | -1.9% | 0.4% | -2.9% | ? | -10.0% | 3.0%
12) COc1ccc(-c2cn3cccnc3n2)cc1NC(=O)C1CCCC1
    3.3 | -2.7% | -16.4% | . | 170.8%[activator] | -2.1% | -0.8% | 0.8% | 17.9% | 0.3% | ?
13) CCOC(=O)CC1C(=O)NCCN1S(=O)(=O)c1cc(Cl)c(Cl)cc1Cl (stereo unspecified)
    -1.0 | 1.8% | 8.7% | -7.6% | -0.3% | -1.9% | 0.2% | -14.4% | -7.7% | -0.6% | -6.0%
14) COc1ccc2[nH]c(=O)c(CN(C(=O)c3ccncc3)C(C)C)cc2c1
    -5.4 | 3.7% | -1.2% | 3.9% | 19.7% | -1.0% | -0.1% | -7.0% | 4.8% | 1.7% | -7.4%
15) COc1ccc(/C=N/NC(=O)CC(=O)NCc2cccnc2)cc1
    . | -3.2% | 20.6% | -0.5% | 2.2% | -3.3% | -0.2% | 10.3% | 1.4% | -7.9% | -3.9%
16) Cc1ccc(S(=O)(=O)NCC(=O)N(CC2CCCO2)C(C(=O)NCC2CCCO2)C(C)C)cc1 (stereo unspecified)
    0.6 | 0.9% | 9.1% | -0.8% | 1.8% | -2.0% | -0.3% | -8.4% | 0.5% | 0.8% | 0.4%
17) CCCCn1c(N)c(N(CC(C)C)C(=O)c2cc(C)oc2C)c(=O)[nH]c1=O
    2.5 | 1.1% | -10.7% | -0.9% | -0.6% | 0.9% | -0.2% | -18.3% | -11.6% | 1.6% | 27.7%
18) Cc1ccc(S(=O)(=O)N2CCOCC2)cc1C(=O)OCCOc1cccc(Cl)c1
    -2.4 | -17.0% | -13.7% | -22.6% | . | -1.2% | -0.1% | -18.7% | -15.7% | -2.0% | -7.7%

Screens from PubChem.
